# Ecoli tolC: growth inhibitors of E. coli BW25113 tolC mutant. growth inhibition, % at 10 µM (by protocol). OD615. AID 573. hit rate 2.2% among 65,000;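 active = growth inhibition at or above a cutoff equal to the mean over every tested compound plus 3 SD, cut at about 60% in these data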;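 also: growth measured after 20 h incubation at 37 °C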
#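 System: E. coli ΔtolC::kan strain BW25113; Buffer or medium: LB broth supplemented with 50 µg/mL kanamycin; Compound: 10 µM final, single dose; Incubation: bacterial growth with compound for 20 h at 37 °C; Signal: A615 absorbance measurement; Evaluation: growth inhibition in percent.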
# NADH enzymes: inhibitors of enzymes used to reach an NAD/NADH endpoint; coupled PK/LDH NADH assays, four targets; IC50, µM (highest dose often 10 µM), inactives show at the highest dose inhibition; hit rate 0.02% among 65,000; AID 774;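 active = single-dose screening hits from any of four coupled enzyme assays that gave an IC50 when retested across doses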;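 also: the DPM-DC format reads NADH fluorescence rather than 340 nm absorbance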
# M1 ag: agonists of M1 muscarinic receptor; B-score at 10 µM; hit rate 3% among 64,000; CHO-M1 cells, Fluo-4 calcium fluorescence, agonist mode; hits give high values;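 active = fluorescence rise, raw or as B-score row- and column-corrected plate score, outside the 99.7% band of its plate's samples, either direction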
# M1 antagonist: blocks the rat M1 muscarinic receptor response to acetylcholine. AID 628. CHO-M1 cells, Fluo-4 calcium, ACh EC80 antagonist mode; hits give low values. P08482. hit rate 3.4% among 64,000. B-score at 10 µM;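 active = calcium fluorescence response, raw or row-and-column corrected B-score, differing from the plate sample mean either way at a set confidence level, mostly lower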
# Target sequence (P08482 whole entry, looked up): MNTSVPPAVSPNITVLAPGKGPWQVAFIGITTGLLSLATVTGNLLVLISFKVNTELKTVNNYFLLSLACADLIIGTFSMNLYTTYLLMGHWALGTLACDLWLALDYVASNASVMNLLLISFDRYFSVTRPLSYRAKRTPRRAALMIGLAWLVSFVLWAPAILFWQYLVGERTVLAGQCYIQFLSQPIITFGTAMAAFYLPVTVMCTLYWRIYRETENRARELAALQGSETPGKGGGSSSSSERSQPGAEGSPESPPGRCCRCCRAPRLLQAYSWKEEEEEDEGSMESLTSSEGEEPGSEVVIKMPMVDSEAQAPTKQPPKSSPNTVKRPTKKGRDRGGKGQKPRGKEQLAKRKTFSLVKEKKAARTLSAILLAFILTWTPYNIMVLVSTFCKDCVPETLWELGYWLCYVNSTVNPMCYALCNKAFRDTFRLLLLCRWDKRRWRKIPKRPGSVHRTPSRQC
# Jurkat viability: reduces viability or proliferation of Jurkat cells; AID 463; hit rate 1.2% among 56,000; inhibition, % at 4 µM; Jurkat E6.1 viability, ATP luminescence, 48 h;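 active = inhibition above the mean inhibition of all tested compounds plus 3 SD, cut at about 28% in these data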
# HEK293 NFkB inh: lowers PMA/ionomycin-induced NF-kB signal in HEK293 cells; HEK-293 NF-kB luciferase reporter, luminescence; inhibition, % at 3 µM; hit rate 0.21% among 62,000;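 active = inhibition above the mean of all tested compounds plus 3 SD, cut at about 40% in these data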;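 also: 0% = stimulated DMSO wells and 100% = 10 µM reference inhibitor 5653914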
#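 Timing: 1 h pretreatment, 16 h stimulation, 37 °C; system: HEK-293 cells with stable firefly luciferase reporter driven by four HIV NF-kB elements; doses: 3 µM once, 0.30% DMSO; measured by: luciferase luminescence; control set: DMSO and 10 µM reference inhibitor; repeats: single test; reagent: PMA plus ionomycin mix as NF-kB-activating stimulus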
# D1 allo mod: allosterically modulates the human D1 dopamine receptor; P21728; HEK293 D1, CRE-luciferase, dopamine EC30 potentiation; actives deviate in either direction; B-score at 10 µM; hit rate 5.9% among 58,000; AID 641;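 active = luminescence count or its row- and column-corrected plate score outside the 99.7% band of the plate's sample wells, on either side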
# SF1 activator: SF-1 (human) activation | activation, % at 10 µM | hit rate 1.9% among 65,000 | CHO-K1 Gal4-SF-1 LBD luciferase reporter; % increase over DMSO SF-1-specific signal | Q13285;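 active = activation above the mean activation of all tested compounds plus 3 SD, cut at about 50% in these data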
# Target sequence (Q13285 whole entry, looked up, the tested form may be a part): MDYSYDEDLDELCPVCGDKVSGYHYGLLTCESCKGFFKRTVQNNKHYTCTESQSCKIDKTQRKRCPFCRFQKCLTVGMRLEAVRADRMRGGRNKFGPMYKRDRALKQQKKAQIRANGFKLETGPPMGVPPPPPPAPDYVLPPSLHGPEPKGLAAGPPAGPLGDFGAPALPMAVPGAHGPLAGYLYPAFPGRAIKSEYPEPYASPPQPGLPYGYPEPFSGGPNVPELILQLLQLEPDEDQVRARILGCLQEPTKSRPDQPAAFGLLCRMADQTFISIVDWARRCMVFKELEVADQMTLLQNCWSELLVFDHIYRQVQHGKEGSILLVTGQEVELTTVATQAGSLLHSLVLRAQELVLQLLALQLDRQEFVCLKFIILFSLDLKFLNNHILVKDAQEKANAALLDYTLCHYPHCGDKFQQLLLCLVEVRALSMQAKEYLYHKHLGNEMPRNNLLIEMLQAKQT
#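 Assay system: CHO-K1 cells co-transfected with Gal4 DBD–human SF-1 LBD, 5xGal4 luciferase reporter; doses: 10 µM only; incubation: 20 h compound exposure at 37 °C after 1 h cell settling; signal: luciferase light emission; evaluation: percent activation versus DMSO; repeats: one test per compound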
# TNAP act DEA: human TNAP activation, intermediate phosphate acceptor | P05186 | purified TNAP, CDP-star luminescence, 100 mM DEA, 30 min; hits give high values; scale: 0 levamisole-inhibited, 1 vehicle-only enzyme | activation factor at 20 µM | 64,000 tested, under 10 active | AID 813;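 active = activation factor of at least 2 at 20 µM, relative to controls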
# * = called active by the depositor; / = no result given; [ ] = another dose, or the depositor's remark.
item	Structure	Ecoli tolC	NADH enzymes	M1 ag	M1 antagonist	Jurkat viability	HEK293 NFkB inh	D1 allo mod	SF1 activator	TNAP act DEA
1	CCCCC(NC(=O)c1ccc(Cl)cc1)C(=O)O (configuration not stated)	-2	5%	-0.77	1.6	-5	17	-0.44	-8	0.9
2	COc1ccc(CNc2nc(SCC(=O)NCc3ccco3)nc3ccccc23)cc1	21	3%	0.072	0.73	/	9	0.0021	2	0.9
3	Cc1oc2ccccc2c1-c1cn2c(n1)SCC2	5	16%[fluoresces]	1.3	-8e-06	4	9	-0.21	20	0.9
4	CC(C)CC(c1nnnn1CC1CCCO1)N1CCN(Cc2ccc3c(c2)OCO3)CC1 (configuration not stated)	-13	3%	-0.48	-0.22	-4	10	-0.57	-1	0.9
5	COc1ccc(NC(=O)c2c(C)cc(=O)oc2C)c(OC)c1	12	4%	-0.73	-0.18	/	/	0.36	-4	1
6	O=C(NCCN1CCN(c2ccccc2)CC1)C1(S(=O)(=O)c2ccc(Cl)cc2)CC1	-5	2%	-0.34	0.26	1	21	-2.4	-4	0.9
7	CCC(Sc1nnc(-c2ccc(C)c(Cl)c2)n1CC)C(=O)Nc1nccs1 (configuration not stated)	81*	2%	5.2*	-0.099	22	5	-1.6	18	0.9
8	CCOc1ccc(-n2c(C)nc3c(cnn3-c3ccc(Cl)cc3)c2=O)cc1	-14	2%	-0.19	0.59	-1	6	0.21	-17	0.8
9	CCCOC(=O)NC(CC)COC(=O)Nc1cccc(C)c1C (configuration not stated)	-9	7%	-0.28	0.078	5	-1	8.2*	-3	0.9
10	CCOC(=O)N1CCN(C(=O)c2cn(-c3ccc(C)c(C)c3)c(=O)c3ccccc23)CC1	0	0%	1.8	-0.69	/	9	/	13	0.9
11	CNC(=O)c1c(NC(=O)c2ccc(S(=O)(=O)N3CCOCC3)cc2)sc2c1CCC2	11	3%	-0.083	0.63	-3	-2	0.79	10	0.8
12	O=C(NCC(=O)N(c1cccnc1)C(C(=O)NC1CCCCC1)c1cccnc1)c1ccco1 (configuration not stated)	-14	2%	-0.95	-0.5	-11	2	0.9	7	0.9
13	O=C(Cc1ccc(-n2cccc2)cc1)N1CCN(c2ccccc2F)CC1	21	5%	0.41	-0.11	7	9	0.49	14	0.3
14	O=C(NCC1CCCO1)c1cccc(NC(=O)c2ccco2)c1 (configuration not stated)	-8	3%	-0.49	0.019	-7	14	/	-1	1
15	CC(Sc1nc2ccccc2c(=O)n1Cc1ccco1)C(=O)c1ccccc1 (configuration not stated)	37	5%	2.1	0.064	-8	8	1.4	-12	0.8
16	Cc1ccc(-c2nnc(SCC(=O)Nc3ccc(S(=O)(=O)N4CCCCCC4)cc3)o2)cc1	6	9%	0.73	-0.52	3	18	0.52	-22	1
17	Cc1c(C(=O)O)oc2c1ccc1ccccc12	11	6%	-0.21	-0.47	7	11	0.44	-1	1
18	COc1ccc(C(=O)O)cc1S(=O)(=O)N(C)CCc1cccnc1	-2	2%	-0.19	0.47	6	9	-0.84	-9	0.9
19	COC(=O)Cn1cnc2c(nnn2-c2cccc(Cl)c2)c1=O	-2	2%	/	/	8	11	/	7	0.9
20	CCOC(=O)N1CCN(C(=O)c2ccc(CNS(=O)(=O)c3ccc(C)cc3)cc2)CC1	4	7%	-0.29	1.2	3	10	/	-7	0.9
21	CN(C)c1nc2ccc(OCCN3CCCCC3)cc2s1	-19	6%	-0.28	-3*	-3	0	-3.4*	12	0.9
22	CC1Cn2c(nnc2C23CC4CC(CC(C4)C2)C3)S1 (configuration not stated)	-7	6%	0.032	-0.072	-2	15	-0.52	-8	0.9
23	CCOC(=O)N1CCN(S(=O)(=O)c2cc(Br)cnc2N)CC1	1	5%	/	/	9	13	-3.3*	15	1.1
24	COc1ccc2cc3cc(C(=O)NCc4ccc5c(c4)OCO5)oc3nc2c1	4	6%[fluoresces]	2.1*	-0.51	5	18	0.79	-3	0.9

# One compound at a time (already shown).
# CC1Cn2c(nnc2C23CC4CC(CC(C4)C2)C3)S1 (configuration not stated) as listed: Ecoli tolC = -7; NADH enzymes = 6%; M1 ag = 0.032; M1 antagonist = -0.072; Jurkat viability = -2; HEK293 NFkB inh = 15; D1 allo mod = -0.52; SF1 activator = -8; TNAP act DEA = 0.9
# COc1ccc(C(=O)O)cc1S(=O)(=O)N(C)CCc1cccnc1 as listed: Ecoli tolC = -2; NADH enzymes = 2%; M1 ag = -0.19; M1 antagonist = 0.47; Jurkat viability = 6; HEK293 NFkB inh = 9; D1 allo mod = -0.84; SF1 activator = -9; TNAP act DEA = 0.9

# The list continues.
item	Structure	Ecoli tolC	NADH enzymes	M1 ag	M1 antagonist	Jurkat viability	HEK293 NFkB inh	D1 allo mod	SF1 activator	TNAP act DEA
25	Clc1ccc(-c2nnc(SCc3nc(-c4ccccc4)no3)o2)cc1	0	2%	-0.37	-1.1	0	-4	/	29	0.9
26	CCOC(=O)C1CCCc2c1[nH]c1c(C(=O)O)cccc21 (configuration not stated)	11	2%	-0.44	0.097	-3	5	-1.2	-2	0.9
27	CC1CC(=O)N(Cc2ccccc2)c2ccccc2N1C=O (configuration not stated)	-16	6%	/	/	-3	3	1	-2	0.9
28	O=C(Nc1ccc(Cl)cc1)C1CC=CCC1C(=O)OCC(F)(F)C(F)F (configuration not stated)	-20	2%	0.27	-0.36	0	17	1.1	-14	0.9
29	CCOC(=O)c1sc2ncn(/N=C/N(C)C)c(=O)c2c1C	-9	4%	0.4	0.014	3	4	-0.33	-16	0.9
30	CC(C)C1(C)C(=O)N=C2c3ccccc3C(=O)N21 (configuration not stated)	-12	3%	-0.053	-0.12	4	15	-0.096	-10	0.9
31	O=C(NCCCNCc1ccccc1)c1ccncc1	-19	9%	0.27	-0.37	-4	8	-1.5	-1	0.9
32	CCCCc1ccc(NC(=O)COCC)cc1	16	1%	0.82	0.28	/	4	-0.34	19	1
33	COc1ccc(C(=O)N/C(N)=N/c2nc3ccccc3o2)cc1	-11	7%	-0.46	0.43	/	/	-0.84	15	0.9
34	CCOC(=O)CSc1nnc(CNC(=O)Cc2ccccc2)n1C	-8	6%	0.49	0.12	-8	15	-0.17	-5	1
35	O=C(Nc1cccc(C(=O)N2CCCCCC2)c1)c1ccco1	-1	3%	1.7	0.7	-5	4	/	7	0.9
36	Cc1[nH]n2c(=O)cc(C(C)C)nc2c1-c1ccccc1	54	4%	-0.058	0.077	-11	-4	/	-8	0.9
37	CCc1ccccc1NC(=O)c1onc(C)c1Cl	-8	7%	1.1	1.3	3	9	-0.03	5	0.9
38	CSc1ccc(C2NC(=O)c3c(sc4c3CCN(C)C4)N2)cc1 (configuration not stated)	-8	10%	0.028	0.21	2	-8	/	0	0.8
39	O=C1NC(=O)C2C3c4ccccc4C(c4ccccc43)C12 (configuration not stated)	-6	3%	-0.0036	0.069	-6	5	-0.62	-10	0.8
40	CCC(=O)Oc1ccc(C2N(C(=O)CC)CCN2S(=O)(=O)c2ccc(C)cc2)cc1OC (configuration not stated)	2	8%	-1.1	0.0027	-5	2	-0.041	5	1
41	CC(C(=O)NC1=NCCS1)N1C(=O)c2ccccc2C1=O (configuration not stated)	-8	7%	0.082	0.1	0	14	-0.68	5	0.9
42	COCCSc1ccccc1C(=O)Nc1cc(C)on1	-2	4%	0.76	0.28	4	8	0.072	3	0.8
43	CCCn1nnc2sc3c(c2c1=O)CCC(C)C3 (configuration not stated)	17	6%	/	/	/	-8	2.1	18	0.9
44	COc1ccc(C(O)c2nc3ccccc3n2C)cc1OC (configuration not stated)	-12	1%	2.2	-1.7	54*	20	-3.6	-21	1
45	O=C(NCC(=O)N(CC1CCCO1)C(C(=O)NC1CCCC1)c1ccc(F)cc1)c1ccco1 (configuration not stated)	0	1%	0.46	-0.69	-6	-2	-0.35	-8	0.9
46	CCOc1ccccc1NC(=O)Cn1nnc(C(=O)Nc2ccc(C)cc2)c1N	-5	4%	0.99	-0.51	7	24	-5.3*	-22	0.9
47	C=C(C)COc1ccc2c(C)c(C)c(=O)oc2c1OCC(=C)C	20	5%[fluoresces]	0.11	-0.25	-3	1	-1.1	-11	0.9
48	CC(C)NC(=O)c1ccc2c(c1)nnn2C	-11	3%	0.43	0.6	/	15	0.18	-8	0.9
49	CCCCn1nnnc1SCC(=O)Nc1ccc(C)cc1	-11	7%	0.84	1.5	5	3	-0.071	12	0.9
50	COc1ccc(-c2ccc(-c3nnc(Cc4ccc(OC)c(OC)c4)o3)cc2)cc1	11	7%	0.7	0.49	-2	-5	-0.034	1	1
51	CCOC(=O)c1ccc(N(CC(=O)NC2CCCC2)C(=O)CNC(=O)c2ccco2)cc1	-7	5%	-0.91	0.11	-2	25	-0.2	-11	0.9
52	CCC(=O)NC(=Nc1nc2ccccc2s1)NC(=O)CC	-5	8%	0.55	-0.18	-4	-36	12*	61*	0.9
53	CC1=Nn2c(nnc2-c2ccccc2F)SC1	-13	9%	0.45	-0.17	-14	4	0.73	-10	0.9
54	Cn1c(=NC(=O)C2CCN(S(=O)(=O)c3cccs3)CC2)sc2ccccc21	-12	5%	-0.44	-0.19	-2	10	0.069	7	1.1

# Grouped by structure, those above containing an aryl thioether with sulfur outside any ring (nine)
item	Structure	Ecoli tolC	NADH enzymes	M1 ag	M1 antagonist	Jurkat viability	HEK293 NFkB inh	D1 allo mod	SF1 activator	TNAP act DEA
2	COc1ccc(CNc2nc(SCC(=O)NCc3ccco3)nc3ccccc23)cc1	21	3%	0.072	0.73	/	9	0.0021	2	0.9
7	CCC(Sc1nnc(-c2ccc(C)c(Cl)c2)n1CC)C(=O)Nc1nccs1 (configuration not stated)	81*	2%	5.2*	-0.099	22	5	-1.6	18	0.9
15	CC(Sc1nc2ccccc2c(=O)n1Cc1ccco1)C(=O)c1ccccc1 (configuration not stated)	37	5%	2.1	0.064	-8	8	1.4	-12	0.8
16	Cc1ccc(-c2nnc(SCC(=O)Nc3ccc(S(=O)(=O)N4CCCCCC4)cc3)o2)cc1	6	9%	0.73	-0.52	3	18	0.52	-22	1
25	Clc1ccc(-c2nnc(SCc3nc(-c4ccccc4)no3)o2)cc1	0	2%	-0.37	-1.1	0	-4	/	29	0.9
34	CCOC(=O)CSc1nnc(CNC(=O)Cc2ccccc2)n1C	-8	6%	0.49	0.12	-8	15	-0.17	-5	1
38	CSc1ccc(C2NC(=O)c3c(sc4c3CCN(C)C4)N2)cc1 (configuration not stated)	-8	10%	0.028	0.21	2	-8	/	0	0.8
42	COCCSc1ccccc1C(=O)Nc1cc(C)on1	-2	4%	0.76	0.28	4	8	0.072	3	0.8
49	CCCCn1nnnc1SCC(=O)Nc1ccc(C)cc1	-11	7%	0.84	1.5	5	3	-0.071	12	0.9

# Screening data from PubChem BioAssay.
